Source: PubChem BioAssay
M1 ag parental = counter-screen for M1 agonists: effect in parental CHO-K1 cells; activation, % at 3 µM; Fluo-8 calcium fluorescence; scaled to maximal ATP response, vehicle zero; AID 602248, 2012; hit rate 0.48% among 360,000; in the data active = activation above about 15%;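 also: untransfected CHO-K1 host cells lacking M1 receptor as counterscreen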
CHO-K1 Ca antag = nonselective inhibitor or artifact in parental CHO-K1 cells; ATP-induced calcium, Fluo-8 fluorescence; hit rate 0.6% among 360,000; inhibition, % at 3 µM;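 active = inhibition above a per-plate cutoff, the plate's mean sample inhibition plus 3 SD, cut at about 24% in these data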;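 also: 0% = DMSO plus EC80 ATP and 100% = DMSO alone without ATP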
CHO-K1 Ca PAM = nonselective calcium activators in parental CHO-K1 cells, primary screen, counter-screen for M1 PAM project, cell-based, Fluo-8 calcium fluorescence, full deck, 1536-well; ATP EC20; 0% at ATP EC20, 100% at ATP max; activation, % at 3 µM; hit rate 0.02% among 360,000;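 active = activation above the run cutoff, the mean activation of all test compounds plus 3 SD, cut at about 40% in these data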;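 also: peak over basal fluorescence ratio in a 140 s read after ATP addition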
CHO parental Ca = ATP-evoked calcium signal inhibitors, parental CHO, primary screen, counter-screen for OX1R antagonist project, cell-based, fluorescence, Fluo-8 calcium dye. inhibition, % at 5.6 µM. parental CHO-K1, ATP-induced calcium, Fluo-8 fluorescence. hit rate 0.63% among 330,000;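 active = inhibition above that plate's mean sample inhibition plus 3 SD, cut at about 26% in these data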;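 also: 0% = ATP-challenged DMSO wells and 100% = DMSO wells without ATP; some compounds past the cut are filed as inactive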
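Test system: parental CHO cells; detection: calcium-sensitive Fluo-8 fluorescence; evaluation: percent inhibition of calcium signal; also added: ATP as calcium-mobilizing challenge; repeats: one well per compound; control set: ATP-challenged DMSO wells low, unchallenged DMSO wells high; compound: single nominal dose of 5.6 µM per compound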
OXTR potentiator = human OXTR potentiators, primary screen, fluorescence, CHO-OTR cells, Fluo-8 calcium. Oxytocin receptor (Homo sapiens), P30559. hit rate 0.061% among 320,000. Fluo-8 calcium fluorescence, potentiator mode; 0% = oxytocin EC15, 100% = EC100. activation, % at 3 µM. AID 2445, 2010;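 active = activation above that plate's cutoff, the mean activation of tested compounds plus 3 SD, cut at about 6.6% in these data, passing the limit was not always enough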;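 also: 100% uses oxytocin at 75 nM as the full agonist control; some results filed as inactive read as strong as hits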
Target sequence (P30559 whole entry, looked up): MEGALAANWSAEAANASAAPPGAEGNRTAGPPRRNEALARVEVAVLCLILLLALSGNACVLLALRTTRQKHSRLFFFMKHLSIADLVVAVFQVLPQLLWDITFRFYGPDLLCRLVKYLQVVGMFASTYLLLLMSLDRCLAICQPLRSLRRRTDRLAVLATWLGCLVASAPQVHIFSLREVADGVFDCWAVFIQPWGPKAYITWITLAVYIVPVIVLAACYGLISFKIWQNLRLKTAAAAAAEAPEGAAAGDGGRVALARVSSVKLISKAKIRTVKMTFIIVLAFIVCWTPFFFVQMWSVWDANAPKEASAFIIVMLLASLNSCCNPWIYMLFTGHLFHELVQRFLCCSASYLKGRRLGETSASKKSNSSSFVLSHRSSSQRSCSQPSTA
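System: human OTR in CHO cells; Also added: sub-maximal oxytocin, roughly EC15; Timing: compound 6 min at room temperature before oxytocin, 100 s read; Technique: Fluo-8 intracellular calcium fluorescence, ex 470-495, em 515-575 nm; Controls: oxytocin EC15 low and EC100 high; Replication: singlicate.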
OXTR ag = human OXTR agonists, primary screen, fluorescence, CHO-OTR cells, Fluo-8 calcium | Oxytocin receptor (Homo sapiens), P30559 | Fluo-8 calcium fluorescence; normalized: DMSO 0%, oxytocin 100% | activation, % at 3 µM | hit rate 0.32% among 320,000 | AID 2435, 2010;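 active = activation above the mean of all tested compounds plus 3 SD, cutoff set per screening run, cut at about 20% in these data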;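 also: peak over basal fluorescence ratio from a 100 s FLIPR kinetic read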
TAAR1 antag = human TAAR1 antagonists, primary screen, Fluo-8 calcium fluorescence, CHO RD-HGA16 cells | AID 624466, 2012 | hit rate 1.5% among 360,000 | antagonist | Trace amine-associated receptor 1 (Homo sapiens), Q96RJ0 | inhibition, % at 3 µM;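 active = inhibition above a per-plate cutoff, the mean inhibition of test compounds on that plate plus 3 SD, cut at about 49% in these data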;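 also: 0% = DMSO plus EC80 beta-PEA response and 100% = DMSO alone without agonist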
Target sequence (Q96RJ0 whole entry, looked up): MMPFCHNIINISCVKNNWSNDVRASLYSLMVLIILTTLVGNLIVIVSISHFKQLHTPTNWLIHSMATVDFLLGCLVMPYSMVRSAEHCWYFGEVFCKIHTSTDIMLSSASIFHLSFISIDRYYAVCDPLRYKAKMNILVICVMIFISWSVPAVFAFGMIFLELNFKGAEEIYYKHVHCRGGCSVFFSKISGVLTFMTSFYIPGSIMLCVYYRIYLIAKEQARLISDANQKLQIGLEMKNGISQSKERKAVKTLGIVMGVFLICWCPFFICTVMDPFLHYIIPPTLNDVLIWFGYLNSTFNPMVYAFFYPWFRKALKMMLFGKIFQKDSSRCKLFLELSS
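Material: RD-HGA16 CHO cells with stable hTAAR1 and Gα16; Dosing: single nominal final test compound concentration of 3 µM; Schedule: seeding 17-24 h prior, 75-min 37 °C, 30-min RT dye loading; Detection: kinetic Fluo-8 calcium fluorescence measurement; Measure: % inhibition from peak post-agonist over basal fluorescence ratio; Benchmarks: vehicle and agonist controls.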
GPR7 antagonist = GPR7 receptor antagonists, primary screen, cell-based, fluorescence, single concentration | Neuropeptides B/W receptor type 1 (Homo sapiens), P48145 | GPR7-expressing cells, fluorescence antagonist assay | inhibition, % at 4.4 µM | hit rate 1.1% among 290,000 | AID 1861, 2009; in the data active = inhibition above about 16%, passing the limit was not always enough;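 also: cells stimulated with the agonist NPW; 0% = agonist with vehicle and 100% = vehicle without agonist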
Target sequence (P48145 whole entry, looked up): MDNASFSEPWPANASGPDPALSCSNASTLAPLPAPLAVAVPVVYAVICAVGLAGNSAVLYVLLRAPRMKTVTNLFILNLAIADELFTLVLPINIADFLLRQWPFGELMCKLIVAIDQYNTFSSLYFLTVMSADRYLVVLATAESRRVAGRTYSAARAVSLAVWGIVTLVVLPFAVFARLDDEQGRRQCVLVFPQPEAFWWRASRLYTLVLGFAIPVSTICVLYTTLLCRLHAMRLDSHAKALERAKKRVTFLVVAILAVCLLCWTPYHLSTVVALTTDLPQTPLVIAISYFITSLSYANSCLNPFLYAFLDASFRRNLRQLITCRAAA
V1R ag counter = agonists of human V1a receptor, primary screen, counter-screen for OXTR agonist project, fluorescence, CHO-V1R cells; activation, % at 3 µM; AID 2797, 2010; hit rate 0.25% among 320,000; Vasopressin V1a receptor (Homo sapiens), P37288; Fluo-8 calcium fluorescence, agonist mode; 0% DMSO, 100% 3 nM vasopressin;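 active = activation above the mean activation of all tested compounds plus 3 SD, per screening run, cut at about 20% in these data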;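 also: signal is peak over basal fluorescence ratio across a 100 second FLIPR read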
Starred values were filed as active, the others as inactive; . = no result given.

SMILES | M1 ag parental | CHO-K1 Ca antag | CHO-K1 Ca PAM | CHO parental Ca | OXTR potentiator | OXTR ag | TAAR1 antag | GPR7 antagonist | V1R ag counter
CCCCCCn1c(COc2ccccc2F)nnc1SCC(=O)N1c2ccccc2NC(=O)C1(C)C | 0.9 | -9 | 14 | -15 | -6 | 0.8 | 9 | -17 | 1.1
Clc1ccc2oc(-c3ccccn3)nc2c1 | 0.6 | -5 | 24 | -5 | 1 | -1.5 | 1 | -18 | 0.0
CC(C)(C)NC(=O)NC(=O)COc1ccccc1C#N | 0.8 | -8 | 8 | -2 | -14 | 0.0 | -7 | -4 | -0.2
COc1cccc(NC(=O)c2ncn[nH]2)c1 | 0.7 | -6 | 7 | -5 | -2 | 0.9 | 9 | -2 | 0.7
COc1cccc(-n2c(SCC(=O)Nc3cc(C)on3)nc3c([nH]c4ccccc43)c2=O)c1 | 0.1 | -5 | 18 | -18 | -5 | -0.6 | 10 | -9 | 0.1
CCSC(SCC)[C@H](O)[C@@H](O)[C@H](O)[C@H](O)CO | 0.0 | 10 | -7 | -2 | -5 | -0.1 | 4 | -7 | -0.1
O=C(c1cc2c(F)cccc2s1)N1CCCC1 | -0.7 | 2 | 1 | 2 | 0 | -1.7 | 7 | -9 | -0.4
CC1=C(C(=O)N2CCCCCC2)CC(CC(=O)NCc2ccco2)C(=O)N1Cc1ccccc1 (stereo unspecified) | -0.5 | 7 | 0 | . | . | . | -20 | . | .
C[C@H](CO)N1C[C@H](C)[C@@H](CN(C)Cc2ccccc2)Oc2ccc(NC(=O)CCCCCC(=O)Nc3ccccc3N)cc2C1=O | -0.5 | -12 | 15 | 0 | 2 | 0.5 | -5 | . | 1.0
Cc1ccc(O)c(NC(=O)c2ccc3c(c2)C(=O)N(Cc2cccnc2)C3=O)c1 | 8.5 | 33* | -25 | 0 | -11 | 4.8 | 77* | -10 | 2.8
COCCCNCc1cc(C)n(-c2cc(S(=O)(=O)N3CCOCC3)ccc2N2CCCC2)c1C | -0.1 | 5 | -8 | . | . | . | 10 | . | .
CC(=O)c1ccc(NC(=O)Cn2c3ccccc3c3nc(=O)cc(C)n32)cc1 | 1.4 | -4 | 14 | -1 | -6 | 0.6 | 0 | -8 | 0.2

Part of the list above in another layout:
smiles,M1 ag parental,CHO-K1 Ca antag,CHO-K1 Ca PAM,CHO parental Ca,OXTR potentiator,OXTR ag,TAAR1 antag,GPR7 antagonist,V1R ag counter
CCCCCCn1c(COc2ccccc2F)nnc1SCC(=O)N1c2ccccc2NC(=O)C1(C)C,0.9,-9,14,-15,-6,0.8,9,-17,1.1
Clc1ccc2oc(-c3ccccn3)nc2c1,0.6,-5,24,-5,1,-1.5,1,-18,0.0
CC(C)(C)NC(=O)NC(=O)COc1ccccc1C#N,0.8,-8,8,-2,-14,0.0,-7,-4,-0.2
COc1cccc(NC(=O)c2ncn[nH]2)c1,0.7,-6,7,-5,-2,0.9,9,-2,0.7
COc1cccc(-n2c(SCC(=O)Nc3cc(C)on3)nc3c([nH]c4ccccc43)c2=O)c1,0.1,-5,18,-18,-5,-0.6,10,-9,0.1
CCSC(SCC)[C@H](O)[C@@H](O)[C@H](O)[C@H](O)CO,0.0,10,-7,-2,-5,-0.1,4,-7,-0.1
O=C(c1cc2c(F)cccc2s1)N1CCCC1,-0.7,2,1,2,0,-1.7,7,-9,-0.4
CC1=C(C(=O)N2CCCCCC2)CC(CC(=O)NCc2ccco2)C(=O)N1Cc1ccccc1 (stereo unspecified),-0.5,7,0,.,.,.,-20,.,.
C[C@H](CO)N1C[C@H](C)[C@@H](CN(C)Cc2ccccc2)Oc2ccc(NC(=O)CCCCCC(=O)Nc3ccccc3N)cc2C1=O,-0.5,-12,15,0,2,0.5,-5,.,1.0
Cc1ccc(O)c(NC(=O)c2ccc3c(c2)C(=O)N(Cc2cccnc2)C3=O)c1,8.5,33*,-25,0,-11,4.8,77*,-10,2.8

Additional structures follow.
SMILES | M1 ag parental | CHO-K1 Ca antag | CHO-K1 Ca PAM | CHO parental Ca | OXTR potentiator | OXTR ag | TAAR1 antag | GPR7 antagonist | V1R ag counter
COc1ccc(S(=O)(=O)CCC(=O)NCCc2ccc(S(N)(=O)=O)cc2)cc1 | -0.1 | 0 | 1 | -9 | -9 | 0.4 | -2 | 0 | -0.9
O=[N+]([O-])c1ccccc1CNc1ccc(F)c(Cl)c1 | 0.3 | 0 | -1 | -20 | -2 | -2.3 | 16 | 0 | -0.2
O=P(C1=C(N2CCOCC2)/C(=C\c2ccccc2)CC1)(N1CCOCC1)N1CCOCC1 | 0.4 | -6 | 9 | -4 | -3 | 0.6 | -6 | -8 | 0.6
O=C(Nc1nc(-c2nc3ccccc3s2)cs1)C1COc2ccccc2O1 (stereo unspecified) | 0.4 | -1 | 5 | -11 | -6 | -0.2 | 60* | -3 | 0.7
O=S(=O)(Nc1nc2ccccc2[nH]1)c1ccc2ccccc2c1 | 1.7 | -8 | 28 | -14 | -3 | -1.1 | . | -9 | 0.0
O=C(Nc1cccc2ccccc12)NC1CC1 | 0.3 | -12 | 11 | . | . | . | -1 | . | .
N#C/C(=C\c1cn(Cc2cccc(F)c2)c2ccccc12)C(=O)NCc1ccco1 | -0.4 | 22 | -9 | -12 | -3 | 0.6 | 30 | 4 | 1.0
C/C=C/C1=CC(=O)C[C@H](c2ccc(Cl)cc2)C1 | -0.5 | -12 | -3 | -14 | 0 | -1.8 | 10 | . | -0.8
O=c1[nH]cnc2scc(-c3ccsc3)c12 | 0.7 | -8 | 25 | -7 | -10 | -0.9 | -22 | 0 | 0.4
COCC(=O)Nc1nnc(SCC(=O)NCc2cccs2)s1 | 0.1 | 10 | -1 | 0 | -14 | -0.6 | -3 | -10 | 0.8
CC(=O)n1cc(CO)c2ccccc21 | 0.3 | -3 | 13 | -7 | 3 | 0.8 | -13 | -15 | 0.4
O=C(NC1CCCCC1)N(CCO)Cc1cc2cc3c(cc2[nH]c1=O)OCCO3 | -0.2 | -4 | -5 | -10 | 5 | 1.8 | 0 | -5 | 0.7
O=C(NC1CC1)c1cccc(NC(=O)c2cc(S(=O)(=O)N3CCOCC3)ccc2Cl)c1 | 0.7 | -16 | 22 | . | . | . | -14 | . | .
COc1ccc2oc(C(=O)Nc3ccc(C)cn3)c(C)c2c1 | 2.1 | -4 | -2 | -22 | -12 | -0.9 | -10 | . | 0.8
COc1ccc(OCCC(=O)N2CCN(C)CC2)cc1 | 1.4 | 3 | 2 | 2 | -14 | -0.5 | 7 | -14 | 0.2
Cc1ccc(Cl)cc1NS(=O)(=O)c1c(C)[nH]c(=O)[nH]c1=O | 0.2 | 14 | 2 | -2 | 3 | 0.5 | 4 | -15 | 0.2
O=C(CCS(=O)(=O)c1ccc(Br)cc1)NCc1cccs1 | 0.3 | -4 | 11 | -12 | -6 | -0.4 | 8 | -9 | -0.6
CCCCN(CC)CCCNC(=O)c1cn(CC(C)C)c(=O)c2c1c1ccccc1n2C | 1.1 | -15 | 2 | -19 | -8 | -2.2 | -10 | -10 | -0.8
CCc1nnc(NS(=O)(=O)c2ccc(NC(=S)NC(=O)c3ccc(F)cc3)cc2)s1 | 0.1 | -8 | 22 | -9 | -7 | -1.1 | -6 | 7 | 0.5
C=C1C(=O)O[C@H]2[C@H]1[C@@H](O)CC(=C)[C@@H]1CC(=O)[C@@H](C)[C@H]21 | 1.5 | -12 | 10 | 6 | -17 | -0.7 | . | 6 | 0.4
CC1CCCC(C)N1C(=O)CSc1nnc(NC(=O)Cc2cccs2)s1 (stereo unspecified) | -0.2 | 5 | -6 | -18 | -4 | 1.0 | -11 | -18 | -0.1
Cc1ccc(N2CC(C(=O)OCC(=O)NNC(=O)c3ccccc3)CC2=O)cc1 (stereo unspecified) | 0.5 | -2 | 3 | -6 | -7 | 0.1 | -15 | . | 0.7
COc1ccc(OC)c(/C=C/C(=O)Nc2cccc(S(=O)(=O)N3CCCC3)c2)c1 | 0.4 | -8 | -10 | -11 | -28 | -0.4 | 5 | -8 | 0.3
CCCCNC(=O)CNC(=O)c1cccs1 | 0.5 | -3 | 13 | -4 | -2 | 0.9 | 7 | -6 | 0.7
Oc1cccc(C=NNc2ccccn2)c1 | 1.3 | -15 | 16 | . | . | . | 3 | . | .
COc1ccc(CC2(CO)CCN(Cc3ccc(OC(F)(F)F)cc3)CC2)cc1 | 5.2 | -13 | 0 | -12 | -7 | 6.8 | -21 | -9 | 2.9
CN=C(Nc1cccc(Cl)c1)SC1CC(=O)N(c2ccc(OC)cc2)C1=O (stereo unspecified) | 3.1 | 9 | 6 | 0 | -9 | 1.0 | 11 | -6 | 0.9
CCCNS(=O)(=O)c1ccc(OCC(=O)N2CCC(C(=O)OCC)CC2)cc1 | 0.2 | -10 | 11 | -2 | 4 | 0.8 | 10 | -4 | -0.1
Cc1ccc(NC(=O)CN(C)C(=O)CSc2nncn2C)cc1 | -0.3 | -7 | 11 | -4 | -13 | 1.2 | 2 | -16 | -0.5
Cc1cccc(/C=N/NC(=O)c2cccc(NC(=O)c3ccccc3)c2)n1 | 2.2 | -4 | -7 | -10 | -5 | -1.2 | 16 | -7 | -0.7
COc1cc(OC)cc(-c2c(Sc3ccccc3)c3cc(-c4ccc(OC)c(F)c4)ccc3n2C)c1 | 0.8 | -13 | 10 | . | . | . | -5 | . | .
O=C(O)CCCCCNC(=O)OCC1c2ccccc2-c2ccccc21 | 0.1 | 6 | 3 | -18 | 4 | -0.3 | -17 | -15 | -0.4
CCC(C(=O)Nc1nccs1)(C(F)(F)F)C(F)(F)F | 6.3 | -17 | 11 | -8 | -9 | 4.4 | 38 | -6 | 2.4
CCSc1nc2ccc(C)cc2cc1C#N | -0.3 | 3 | -19 | -19 | 1 | -2.2 | -35 | -1 | -0.5

Random draw from the library; 3.5% or so of the library scored in one or more.
